ER stress death = ER stress cell death inhibition; CSM14.1 thapsigargin ER stress survival, ATP luminescence; relative survival (cellular ATP), % at 15 µg/mL (by protocol); actives 0.33% (n = 48,000);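 active means survival measured by cellular ATP above 50% at 15 µg/ml in the first screen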;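 further: cell death triggered by about 15 µM thapsigargin; ATP read 24 h after thapsigargin was added; plate controls were thapsigargin with DMSO for no effect and DMSO without thapsigargin for full effect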
Numbers without * were called inactive. An excerpt; the hit share may differ from the screen's.

SMILES | ER stress death
CCOc1c(/C=C(\C#N)C(N)=O)c2ccccc2n1-c1c(Cl)cccc1Cl | -10
CCOC(=O)c1c(Nc2ccc(C)cc2)csc1C | -3
CCOc1ccc(C2/C(=C(\O)c3ccc([N+](=O)[O-])cc3)C(=O)C(=O)N2CCCCCC(=O)O)cc1 (stereo not drawn) | 3
COc1ccc(N2C(=O)C3C4C=CC(C4)C3C2=O)cc1 (stereo not drawn) | 4
CC(C)(C)N1C(=O)c2ccc(C(=O)Nc3cccc(I)c3)cc2C1=O | 3
CCC(=O)Oc1cc2c(C(=O)OC)c(C)oc2cc1Br | 3
COc1ccc(CN(CCC(c2ccc(OC)cc2)C2CCOC(C)(C)C2)C(C)=O)cc1 (stereo not drawn) | 28
OCCNCCCCOc1ccccc1Cl | -5
O=[N+]([O-])c1ccc(Cl)cc1NCCc1ccccc1 | 1
Cc1ccc(-n2[nH]c(C)c(C3SCc4cc(C)c(C)cc4CS3)c2=O)cc1 | 0
c1ccc(CNc2ccccn2)cc1 | -8
O=C(Nc1ncc(Cc2ccc(F)cc2)s1)C1CCCCC1 | -3
CCCCN(CCCC)S(=O)(=O)c1ccc(C)cc1 | 0
Cc1cc(=O)oc2cc(OC(=O)Cc3ccccc3)ccc12 | 9
Cc1ccc(OCC(=O)NC(C)c2ccccc2)cc1C (stereo not drawn) | 12
Cc1nnc(Nc2cccc(O)c2)c2ccccc12 | -4
CC1(C)CC(=O)C2=C(C1)c1c(ccc3ccccc13)NC2c1cc2c(cc1Cl)OCO2 (stereo not drawn) | 13
Cc1ccc(/C(O)=C(\C#N)c2nc3ccccc3[nH]2)cc1 | 3
CC(C)c1ccc(C2/C(=C(\O)c3ccccc3)C(=O)C(=O)N2CCN(C)C)cc1 (stereo not drawn) | 7
Cn1ccnc1SCC(=O)Nc1cccc(C(F)(F)F)c1 | 1
O=S(=O)(/N=C/c1ccc(Br)cc1)c1cccs1 | 2
CCCC(=O)Nc1ccc(NC(=O)c2cccc3c(Br)cccc23)cc1 | 4
CCOC(=O)CSC1=C(C#N)C(c2ccc(Br)cc2)CC(=O)N1 (stereo not drawn) | -10
CCN(CC)CCCNC(=O)c1cc(Cl)ccc1Cl | -2
O=C(CCc1ccccc1)Nc1cccc(Br)c1 | 0
CN(C)c1ccc(C(=O)N2CCN(Cc3ccccc3)CC2)cc1 | 3
Cc1sc2nc(SCC(=O)NCCO)n(-c3ccccc3)c(=O)c2c1C | 14
CCc1ccccc1N1C(=O)/C(=C/c2cc(C)n(C)c2C)C(=O)NC1=S | -2
Cc1ccc(NC(=O)/C(C#N)=C2\NC(C)(C)Cc3ccccc32)cc1 | 7
COc1ccc(Nc2ccc([N+](=O)[O-])cc2C(=O)O)cc1 | 0

Rewritten as labelled records: part of the list above
O=S(=O)(/N=C/c1ccc(Br)cc1)c1cccs1
  ER stress death = 2
COc1ccc(Nc2ccc([N+](=O)[O-])cc2C(=O)O)cc1
  ER stress death = 0

(listing goes on)
SMILES | ER stress death
O=C1CSC2(C(=O)Nc3ccccc32)N1c1cccc(Br)c1 (stereo not drawn) | 9
COc1ccccc1N1CCN(/N=C(\C)c2ccc(F)cc2)CC1 | -3
O=C(O)CNC(=O)/C(=C\c1cccs1)NC(=O)c1ccccc1 | 4
CCN1C(=O)/C(=C\c2cc(Cl)c(OCc3ccccc3)c(OC)c2)SC1=S | 2
CN(C)CCNC(=O)C(=O)NC(c1ccccc1)c1ccccc1 | -8
O=C(CSc1nc2ccccc2o1)Nc1nc2c(s1)CCCC2 | -6
CCOc1ccc(NC(=O)c2ccc(C(=O)c3ccccc3)cc2)c([N+](=O)[O-])c1 | -1
Cc1cccc(NC(=O)CCCOc2ccccc2)c1C | 8
COc1cc(-c2nc3nc(C)c(Br)cc3[nH]2)ccc1O | -6
CCOc1ccc(NC(=O)/C(=C\c2ccccc2Cl)NC(=O)c2ccc(C)cc2)cc1 | 7
C/C(=N\OCC(=O)N/N=C/c1ccccc1O)c1cccs1 | -7
CC1(C)Cc2c(sc3nc(SCCOc4ccccc4)n(Cc4ccccc4)c(=O)c23)CO1 | 0
O=C(CSCC(=O)Nc1ccccn1)Nc1ccc2ccccc2c1 | 11
COc1ccc(CCN(C(=O)c2ccccc2)C2=CC3CCC(C2)N3C)cc1OC (stereo not drawn) | 4
N/C(=N\OC(=O)COc1ccccc1)c1ccc(Br)cc1 | -12
CC1=C(C(=O)OCC2CCCO2)C(c2ccc(F)cc2)C2=C(CCCC2=O)N1 (stereo not drawn) | 3
O=C(NNC(=O)c1ccco1)Nc1ccc(Cl)c(Cl)c1 | 13
CCOC(=O)c1c(-c2ccc(OC)c(OC)c2)csc1N | 4
Cn1cccc1CN1CCN(S(C)(=O)=O)CC1 | 5
O=C(c1ccc(F)cc1)c1ccc(N2CCCC2)cc1 | 2
CS(=O)(=O)N(CC(=O)Nc1ccccc1Cl)c1cc(Cl)cc(Cl)c1 | 6
CCCOc1ccccc1/C=C1/C(=O)NN(c2ccccc2)C1=O | 4
CCc1ccccc1N(CC(=O)N1CCOCC1)S(C)(=O)=O | 4
O=C(N/N=C/c1cccc(O)c1)c1n[nH]c2c1CCC2 | 3
NC1=NC(=O)/C(=C/c2cc(Br)ccc2OS(=O)(=O)c2ccc([N+](=O)[O-])cc2)S1 | 3
O=c1[nH]c(SC2C=CCCC2)nc2sc3c(c12)CCCC3 (stereo not drawn) | -2
COc1ccc(CNC(=O)COc2ccc3ccccc3c2)cc1 | 3
C(=N\Nc1nc(N2CCOCC2)nc(N2CCOCC2)n1)/c1ccc2ccccc2c1 | 14
CCCOC(=O)c1c(NC(=O)c2c(-c3ccccc3)noc2C)sc2c1CCCCC2 | 14
CC1Oc2ccccc2C=C1/C=C1\SC(=S)N(CCc2ccccc2)C1=O (stereo not drawn) | 1
O=C(Nc1ccccc1)c1ccccc1N=Cc1ccc(Cl)c([N+](=O)[O-])c1 | 25
Cc1cc(NC(=O)c2nn3c(c2Cl)NC(c2ccc(Br)cc2)CC3C(F)(F)F)no1 (stereo not drawn) | 0
COc1cc(NC(=O)COc2cccc(C)c2)cc(OC)c1 | -2
O=C(CSC1=NCCS1)OCN1C(=O)c2ccccc2C1=O | 0
COc1ccc(N2C(=O)NC(=O)/C(=C\c3c(OC)ccc4ccccc34)C2=O)cc1 | 7
O=C(CN1C(=O)c2ccc([N+](=O)[O-])cc2C1=O)Nc1ccc2ccccc2c1 | 0
Cc1nn(-c2ccccc2)c2sc(C(=O)N/N=C/c3cc4c(cc3[N+](=O)[O-])OCO4)cc12 | 2
CCCN(CCC)C(=O)c1ccccc1[N+](=O)[O-] | 1
Cc1cc(C)nc(NS(=O)(=O)c2ccc(N/C=C\C(=O)c3ccc(Cl)cc3)cc2)n1 | 21
COc1cc(C(=O)NC(NC(=S)Nc2cccc([N+](=O)[O-])c2)C(Cl)(Cl)Cl)cc(OC)c1OC (stereo not drawn) | 6
COc1cc(C2CC3CC2C(C)C3(C)C)ccc1O (stereo not drawn) | 2
O=c1[nH]c(=O)n(-c2ccccc2Cl)c(O)c1C=NCCCn1ccnc1 | -3
N#CCNC(=O)c1ccccc1[N+](=O)[O-] | 6
Cc1ccc(C2Nc3cccc4cccc(c34)N2)s1 | -2
Cc1onc(-c2ccccc2Cl)c1C(=O)Nc1ccc(Cl)cc1F | 6
COc1cc(OC)cc(C(=O)N2CCN(C(=O)Cc3ccccc3)CC2)c1 | 16
O/N=C\c1ccc2c(c1)OCCOCCOc1cc(/C=N/O)ccc1OCCOCCO2 | 12
CCn1c2ccccc2c2cc(/C=N/NC(=O)c3cccc(Br)c3)ccc21 | 7
O=C(CCNc1ccc(Br)cc1)c1ccc([N+](=O)[O-])cc1 | 9
O=C(CCNc1cccc(C(F)(F)F)c1)c1ccc([N+](=O)[O-])cc1 | 1
Later entries
SMILES | ER stress death
CCOC(=O)C(=CNc1ccccc1[N+](=O)[O-])C(=O)OCC | 16
COc1cc(/C=C2\C(=O)N(c3ccc(S(N)(=O)=O)cc3)N=C2C)cc(Cl)c1OC(C)C | 8
O=C(Nc1ccc(Br)cc1)C1CCCN1C(=O)OCc1ccccc1 (stereo not drawn) | 16
CC(C)Oc1ccc(Cc2c(O)[nH]c(=S)[nH]c2=O)cc1 | 8
Oc1ccc2ccccc2c1C=NN1CCN(Cc2ccccc2Cl)CC1 | 9
CCC(=O)NC(Nc1cc(C)on1)(C(F)(F)F)C(F)(F)F | 5
O=C(O)c1ccc(NC2=C(N3CCCCC3)C(=O)c3ccccc3C2=O)cc1 | 16
Cc1ccc(C(=O)Nc2nc(-c3ccccc3)cs2)cc1[N+](=O)[O-] | 4
COc1ccc(-c2nnc(NC(=O)c3ccc(F)cc3)s2)cc1OC | 10
Cc1oc(C(=O)O)cc1CSCc1ccoc1C(=O)O | 11
O=C(N/N=C/c1cccc(Br)c1)c1ccc(N2CCCC2=O)cc1 | 0
OC(COCC1CC=CCC1)Cn1c2ccccc2c2ccccc21 (stereo not drawn) | -1
C/C(=N\NC(N)=S)C1=CC(C)(C)CCC1 | -8
COC(=O)c1ccc(-n2ncnc2-c2cccc(Br)c2)cc1 | -1
O=C(c1ccc([N+](=O)[O-])cc1)N1CCN(Cc2ccc(F)cc2)CC1 | -4
Cc1ccc(-c2cc(C(=O)O)c3ccccc3n2)c(C)c1 | -12
O=C(NC1CCSC1=O)c1ccc(-c2ccccc2)cc1 (stereo not drawn) | 1
COc1cccc(/C=C2/C=C(c3ccc(C)cc3)OC2=O)c1OC(C)=O | 8
NS(=O)(=O)c1cccc(C(=O)Nc2ccccc2)c1 | 9
CCCC(=O)Nc1cccc(NC(=O)COc2ccccc2C)c1 | 5
CCN(CC)C(=O)c1sc(NC(=O)c2ccc(OC)cc2)c(C(=O)OC)c1C | 10
CCOC(=O)C1=C(C)N=C2SCC(=O)N2C1c1ccc(F)cc1 (stereo not drawn) | 5
COc1ccc(OCC(=O)NNC(=O)c2ccccc2C)cc1 | 12
COc1ccc(/C=C/C(=O)NCc2ccc(Cl)cc2Cl)cc1 | 7
COc1cc(/C=C2/N=C(c3ccccc3)OC2=O)cc(Cl)c1OC(C)=O | 3
CCOc1ccccc1NC(=O)CN(Cc1ccccc1)S(=O)(=O)c1ccccc1 | 7
Cc1ccc(F)c(NC(=O)C2CC(=O)N(c3ccc(Cl)cc3)C2)c1 (stereo not drawn) | 7
CC1(C)CC(N=C(c2ccccc2)c2ccc(O)cc2O)CC(C)(C)N1 | -21
CCOC(=O)C1=C(C)N=c2s/c(=C\c3cccc(OC)c3O)c(=O)n2C1c1ccccc1 (stereo not drawn) | 8
CCOc1ccc(N(CC(=O)NCCCOC)S(C)(=O)=O)cc1 | 3
CCCCOCC(O)CSCCCC (stereo not drawn) | -1
Cc1ccc(N2C(=O)NC(=O)/C(=C\c3ccc(I)cc3)C2=O)cc1 | 8
COc1ccc(C2C(C#N)=C(N)Oc3c2sc2ccccc32)c2ccccc12 (stereo not drawn) | -6
CC(C)CN1C(=O)/C(=C/c2ccc(O)cc2)SC1=S | -2
CCN(CC)S(=O)(=O)c1cc(C(=O)NC2CCCCC2)ccc1C | 4
C=CCN1C(=O)/C(=C\c2ccccc2I)C(=O)NC1=S | 13
O=C(Nc1ccc(OC(F)(F)C(F)F)cc1)C(c1ccccc1)c1ccccc1 | 17
CN(C(=O)NS(=O)(=O)c1ccccc1Cl)c1nc(OCC(F)(F)F)nc(OCC(F)(F)F)n1 | 12
COc1ccc(S(=O)(=O)NCc2ccc3c(c2)OCO3)cc1[N+](=O)[O-] | 9
Cc1ccc(-c2nc3ncccc3o2)cc1NC(=O)C1CCCCC1 | -3
Cc1cc(C(F)(F)F)nn1CC(=O)Nc1ccccc1C(F)(F)F | -6
Cc1cc(NC(=O)c2ccc(Br)o2)no1 | 1
O=C(COC(=O)c1cccc([N+](=O)[O-])c1)c1ccc(Br)cc1 | 1
CC(=O)Oc1ccc(C(=O)Nc2ccc3c(c2)C(=O)N(c2ccccc2)C3=O)cc1 | 10
CC(C)CNC(=O)/C=C/c1ccccc1 | -3
COc1c(Cl)cc(C(=O)Nc2ccc(N3CCCCC3)cc2)cc1Cl | -3
CN(C)c1ccc(NC(=O)/C=C\C(=O)O)cc1 | 10
COc1ccc(-c2cc(-c3cc(Cl)ccc3O)[nH]n2)cc1OC | 1
COc1cccc(-c2nnc(-c3ccncc3)o2)c1 | -5
O=C(O)c1ccccc1-c1ccccc1C(=O)N1CCCCC1 | 1

Reformatted: 16 of the compounds above.
SMILES	ER stress death
Cc1ccc(N2C(=O)NC(=O)/C(=C\c3ccc(I)cc3)C2=O)cc1	8
COc1ccc(C2C(C#N)=C(N)Oc3c2sc2ccccc32)c2ccccc12 (stereo not drawn)	-6
CC(C)CN1C(=O)/C(=C/c2ccc(O)cc2)SC1=S	-2
CCN(CC)S(=O)(=O)c1cc(C(=O)NC2CCCCC2)ccc1C	4
C=CCN1C(=O)/C(=C\c2ccccc2I)C(=O)NC1=S	13
O=C(Nc1ccc(OC(F)(F)C(F)F)cc1)C(c1ccccc1)c1ccccc1	17
CN(C(=O)NS(=O)(=O)c1ccccc1Cl)c1nc(OCC(F)(F)F)nc(OCC(F)(F)F)n1	12
COc1ccc(S(=O)(=O)NCc2ccc3c(c2)OCO3)cc1[N+](=O)[O-]	9
Cc1ccc(-c2nc3ncccc3o2)cc1NC(=O)C1CCCCC1	-3
Cc1cc(C(F)(F)F)nn1CC(=O)Nc1ccccc1C(F)(F)F	-6
Cc1cc(NC(=O)c2ccc(Br)o2)no1	1
O=C(COC(=O)c1cccc([N+](=O)[O-])c1)c1ccc(Br)cc1	1
CC(=O)Oc1ccc(C(=O)Nc2ccc3c(c2)C(=O)N(c2ccccc2)C3=O)cc1	10
CC(C)CNC(=O)/C=C/c1ccccc1	-3
COc1c(Cl)cc(C(=O)Nc2ccc(N3CCCCC3)cc2)cc1Cl	-3
CN(C)c1ccc(NC(=O)/C=C\C(=O)O)cc1	10

New compounds follow
SMILES | ER stress death
O=C(c1cc(-c2ccccc2Cl)nc2ccccc12)N1CCN(c2ccc(F)cc2)CC1 | 2
COc1ccc(/C=C2\SC(=O)N(CCC(=O)Nc3cccc(C)c3)C2=O)cc1OC | -2
C/C(=C\c1ccc(Cl)cc1)C(=O)c1c(C)cc(C)[nH]c1=O | 0
CC(=O)c1cccc(NC(=O)Cc2cccs2)c1 | 3
CC(=O)Nc1ccc(S(=O)(=O)NC(=O)C23CC4CC(CC(C4)C2)C3)cc1 | 10
C(=N\Nc1ncnc2sc3c(c12)CCC3)/c1ccco1 | 5
COc1cc(/C=c2\sc3nc4ccccc4n3c2=O)cc(Cl)c1OCCOc1ccc(Br)cc1 | 0

High-throughput results (PubChem BioAssay)
